PPARg SRC2 recr: PPARgamma-driven SRC-2 recruitment agonism; hit rate 0.34% among 200,000; AID 1032; PPARgamma LBD-SRC-2 recruitment, biochemical; activation, % at 8 µM; in the data active = activation above about 22%;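 note: 0% = vehicle and 100% = reference agonist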
Target sequence (P37231 whole entry, looked up, the tested form may be a part): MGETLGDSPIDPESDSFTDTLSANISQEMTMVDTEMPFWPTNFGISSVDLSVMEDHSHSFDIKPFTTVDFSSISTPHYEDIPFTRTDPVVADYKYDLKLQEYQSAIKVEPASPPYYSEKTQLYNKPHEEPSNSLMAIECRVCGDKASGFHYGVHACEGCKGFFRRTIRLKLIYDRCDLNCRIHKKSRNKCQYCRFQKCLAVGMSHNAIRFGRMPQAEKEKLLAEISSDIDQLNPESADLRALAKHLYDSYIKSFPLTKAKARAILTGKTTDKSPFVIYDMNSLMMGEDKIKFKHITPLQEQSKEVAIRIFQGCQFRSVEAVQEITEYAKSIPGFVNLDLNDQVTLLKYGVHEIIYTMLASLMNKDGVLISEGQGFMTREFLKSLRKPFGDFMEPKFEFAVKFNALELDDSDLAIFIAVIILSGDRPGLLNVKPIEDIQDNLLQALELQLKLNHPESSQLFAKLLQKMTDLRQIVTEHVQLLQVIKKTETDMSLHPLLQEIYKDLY
S1P3 antagonist: antagonists of human S1P3 receptor; CHO S1P3 NFAT-BLA reporter, FRET fluorescence, antagonist mode; inhibition, % at 4.98 µM; hit rate 0.27% among 170,000;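 active = inhibition above the plate cutoff, the mean inhibition of test wells on that plate plus 3 SD, cut at about 28% in these data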;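 note: cells challenged with S1P at its EC80 of 0.8 µM; blue over green emission ratio from cleaved BLA substrate after 4 h stimulation; 0% = S1P-stimulated wells and 100% = unstimulated DMSO-only wells; some compounds past the cut are filed as inactive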
Target sequence (Q99500 whole entry, looked up): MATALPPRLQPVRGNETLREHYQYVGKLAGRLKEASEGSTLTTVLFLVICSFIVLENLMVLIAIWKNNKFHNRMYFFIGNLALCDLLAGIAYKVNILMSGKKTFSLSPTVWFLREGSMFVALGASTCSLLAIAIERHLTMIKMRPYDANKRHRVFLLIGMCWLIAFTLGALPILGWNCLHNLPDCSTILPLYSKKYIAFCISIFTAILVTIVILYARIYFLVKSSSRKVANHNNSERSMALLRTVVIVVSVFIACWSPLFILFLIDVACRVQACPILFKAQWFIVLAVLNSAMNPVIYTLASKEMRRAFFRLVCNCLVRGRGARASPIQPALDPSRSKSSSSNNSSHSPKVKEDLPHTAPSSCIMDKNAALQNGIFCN
SRC2 TRFRET art: flags TR-FRET format artefacts in PPARgamma SRC-2 recruitment agonist screen | TR-FRET artefact counter-screen; stronger effect = higher value | TR-FRET ratio at 8 µM | hit rate 0.4% among 200,000; in the data active = TR-FRET ratio above about 2000; note: inactives centre near 1500
ROMK mod: modulators of human ROMK potassium channel. hit rate 2% among 130,000. Tet-inducible ROMK, thallium flux fluorescence; actives lie on both sides. AID 1918. B-score at 10 µM. P48048;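 active = signal ratio slope over the read window, or its plate-corrected B-score, at least 3 SD from the plate mean, either direction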;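 note: B-score of the F/F0 ratio slope over 7 to 12 s after thallium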
PMI activator: activators of human phosphomannose isomerase; P34949; purified human PMI, coupled resazurin fluorescence, 20 min; stronger effect = higher value; 1 = vehicle control, 0 substrate-free wells; activation factor at 20 µM; hit rate 0.005% among 190,000; AID 1214;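 active = activation factor of 2 or more at 20 µM, relative to plate controls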
Diaph inh CS: diaphorase inhibition or chemical oxidation counter-screen; diaphorase resazurin-to-resorufin fluorescence, NADH, 16 min; bacterial (C. kluyveri) enzyme, not human; hit rate 0.69% among 190,000; inhibition, % at 20 µM; AID 1217;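 active = primary screen inhibition at 20 µM above a set limit, cut at about 50% in these data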;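 note: plate controls were DMSO with full reaction for no effect and wells lacking NADH for full effect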
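Assay system: diaphorase enzyme from Clostridium kluyveri. Quantity: enzyme working solution with 0.14 U/mL diaphorase. Schedule: reaction incubation of 16 min at room temperature. Technique: resorufin fluorescence, excitation 544 nm, emission 590 nm. Controls: No-NADH positive control and DMSO neutral control.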
Diaphorase act: activates diaphorase or chemically reduces, flagging diaphorase assay artifacts. activation factor at 20 µM. Diaphorase/resazurin coupled assay, resorufin fluorescence, 16 min; stronger effect = higher value; 1 = vehicle wells, 0 = NADH-free wells. hit rate 0.005% among 190,000;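 active = diaphorase activity raised at least twofold by the compound at 20 µM; inactive = activation factor below 2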
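Material: Purified diaphorase enzyme from Clostridium kluyveri | Buffer or medium: 50 mM HEPES pH 7.4 with 4.542 mM MgCl2, 0.005% Tween 20 | Times: 16 min enzyme reaction, ambient temperature | Signal: Red resorufin fluorescence at 544/590 nm excitation/emission | Measure: Increased resorufin signal from activators or reducing compounds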
PPARg SRC1 recr: agonists of human PPARgamma SRC-1 coactivator recruitment. hit rate 0.41% among 200,000. PPARgamma-SRC-1 coactivator recruitment biochemical assay. activation, % at 8 µM; in the data active = activation above about 19%;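 note: 0% = DMSO and 100% = reference agonist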
PPARg SRC-3 ag: promotes SRC-3 coactivator recruitment by human PPARgamma; AID 731; hit rate 0.26% among 200,000; P37231; biochemical PPARgamma/SRC-3 coactivator recruitment assay; activation, % at 8 µM; in the data active = activation above about 23%;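 note: 0% = DMSO and 100% = reference agonist; some compounds past the cut are filed as inactive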
PMI act hi M6P: activators of human phosphomannose isomerase at near-saturating mannose 6-phosphate; P34949; coupled PMI enzyme assay, resazurin fluorescence, 20 min; stronger effect = higher value; 1 = untreated enzyme, 0 = substrate-free blank; activation factor at 20 µM; hit rate 0.34% among 190,000; AID 1216;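 active = activation factor of 2 or more at 20 µM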
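Test system: Human PMI in coupled enzyme assay | Input: 15 ng/mL PMI | Medium: HEPES-buffered pH 7.4 with magnesium and detergent | Compound: One concentration, 20 µM, in 1% DMSO | Incubation: Enzyme reaction with compound 20 min at room temperature | Detection: Diaphorase-driven resazurin-to-resorufin fluorescence, excitation 544, emission 590 nm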
G6PDH counter: L. mesenteroides G6PDH inhibition counter-screen; Purified L. mesenteroides G6PDH, diaphorase/resazurin coupled fluorescence, 45 min; inhibition, % at 5 µM; hit rate 0.12% among 200,000; in the data active = inhibition above about 50%
An asterisk follows results filed as active; / = not tested or not shown.

SMILES	PPARg SRC2 recr	S1P3 antagonist	SRC2 TRFRET art	ROMK mod	PMI activator	Diaph inh CS	Diaphorase act	PPARg SRC1 recr	PPARg SRC-3 ag	PMI act hi M6P	G6PDH counter
C=CCn1c(SCC(=O)c2ccc(CNC(C)=O)o2)nc2ccccc2c1=O	4	/	1642	-1.2	1	16	0.8	8	-1	1	-1
COc1ccc(Cl)c(Cn2c(NCc3ccccn3)nc3c2c(=O)n(C)c(=O)n3C)c1	8	-8	1551	/	0.9	7	0.9	1	17	0.9	2
CN(C)c1ccc(/C=N/NC(=O)c2ccc(CN3C(=O)c4cccc5cccc3c45)cc2)cc1	11	-10	1507	/	1	0	1	-4	2	1	-23
Cc1ccc(NC(=O)CN2CCC(NC(=O)C3CCCCC3)CC2)c(Br)c1	-1	-9	1609	-0.44	0.9	18	0.8	0	0	1	-18
Cc1cc(C(=O)N(C)Cc2ccc(Br)cc2)no1	14	-12	1511	/	0.9	12	0.9	5	0	1	9
NC(=O)CSc1ncc(-c2ccc([N+](=O)[O-])cc2)[nH]1	-8	-10	1575	-1.2	1	17	0.8	-1	0	1.1	0
CC(=O)Nc1ccc(N=C(C2=C(O)c3ccccc3C2=O)c2ccccc2)cc1	1	-9	1652	-0.36	1	22	0.8	2	-3	0.8	1
CCN(CC)C(=O)COc1ccc(S(=O)(=O)N2CCOCC2)cc1	6	/	1424	/	1	17	0.8	9	11	1	2
NNC(=O)c1cnn(-c2ccccc2)c1-n1cccc1	30*	10	2005*	0.23	0.9	41	0.6	-8	3	1	3
COC(=O)c1sccc1NC(=O)CSc1ccccc1NS(=O)(=O)c1ccccc1Cl	-5	/	1607	/	0.9	16	0.8	1	11	0.9	-25
O=C(/C=C/Nc1ccc(F)cc1)c1ccc(Br)cc1	5	-15	1668	0.7	1.1	-18	1.2	3	-1	1	1
O=C(NCCc1ccc(Cl)cc1)C1CCC(=O)N1Cc1ccccc1Cl (centres undefined)	-6	/	1348	/	1.1	-13	1.1	4	5	1.1	2
CNC(=S)NCc1ccc2[nH]c(C)cc2c1	1	-8	1561	0.079	1	0	1	-4	4	0.9	2
Cc1ccc(C(=O)N/C(=C\c2ccc(Cl)cc2)C(=O)NCCCN2CCOCC2)cc1	9	0	1432	0.78	1.1	-2	1	-7	-4	1	14
CCCN(CCC)C(=O)C1CCN(c2cc(C)nc3c(-c4ccc(OC)c(OC)c4)c(C)nn23)CC1	2	18	1324	/	0.9	26	0.7	-4	11	0.8	-54
CCOC(=O)C1=NN(c2ccc(Cl)cc2)C(c2ccccc2)CC1=O (centres undefined)	9	/	1583	/	0.9	17	0.8	-1	-5	0.9	5
C=CCOc1ccc(CNc2nn[nH]n2)cc1OC	4	/	1490	-0.013	1	-8	1.1	3	-1	1.1	2
Cc1nc(SCc2nc3ccccc3[nH]2)c2oc3ccccc3c2n1	3	16	1383	0.31	0.8	9	0.9	3	-10	0.9	5
CC(C)n1cc([C@@H]2C[C@H]3CN(Cc4cccc(Cl)c4)C(=O)[C@]34CCCN24)cn1	-8	-17	1435	0.52	/	/	/	-4	-3	/	8
CCCCNC(=O)c1onc(CSc2ccc(C(C)C)cc2)c1C(=O)O	4	/	1484	0.11	1.1	10	0.9	8	12	1	2
O=C(O)C1CC(=O)N(c2ccc(OCc3ccc(Cl)cc3Cl)cc2)C1 (centres undefined)	-1	/	1354	1.5	0.9	17	0.8	-4	-1	0.9	4
CCc1cc2c(C)ccc(C)c2nc1SCC(=O)Nc1c(C)[nH]c(=O)[nH]c1=O	0	-4	1411	0.56	0.8	0	1	-4	-5	0.9	16
Cc1ccc(C)n1NC(=O)c1ccc(Cl)cc1	6	/	1413	/	1	7	0.9	1	9	1	-5
CCOC(=O)c1c(NC(=O)CC)sc(C(C)=O)c1C	7	20	1711	/	1	4	1	8	11	1.1	5
CSc1cc(C)[nH]c(=O)n1	8	-19	1575	0.14	0.9	6	0.9	4	2	0.9	9

Some of these compounds in order of molecular weight, ascending:
SMILES	PPARg SRC2 recr	S1P3 antagonist	SRC2 TRFRET art	ROMK mod	PMI activator	Diaph inh CS	Diaphorase act	PPARg SRC1 recr	PPARg SRC-3 ag	PMI act hi M6P	G6PDH counter
Cc1ccc(C)n1NC(=O)c1ccc(Cl)cc1	6	/	1413	/	1	7	0.9	1	9	1	-5
C=CCOc1ccc(CNc2nn[nH]n2)cc1OC	4	/	1490	-0.013	1	-8	1.1	3	-1	1.1	2
NNC(=O)c1cnn(-c2ccccc2)c1-n1cccc1	30*	10	2005*	0.23	0.9	41	0.6	-8	3	1	3
CCOC(=O)c1c(NC(=O)CC)sc(C(C)=O)c1C	7	20	1711	/	1	4	1	8	11	1.1	5
C=CCn1c(SCC(=O)c2ccc(CNC(C)=O)o2)nc2ccccc2c1=O	4	/	1642	-1.2	1	16	0.8	8	-1	1	-1
CCCN(CCC)C(=O)C1CCN(c2cc(C)nc3c(-c4ccc(OC)c(OC)c4)c(C)nn23)CC1	2	18	1324	/	0.9	26	0.7	-4	11	0.8	-54

(listing goes on)
SMILES	PPARg SRC2 recr	S1P3 antagonist	SRC2 TRFRET art	ROMK mod	PMI activator	Diaph inh CS	Diaphorase act	PPARg SRC1 recr	PPARg SRC-3 ag	PMI act hi M6P	G6PDH counter
O=C(N/N=C/c1ccc(-c2cccc([N+](=O)[O-])c2)o1)c1ccccc1O	-3	-7	1390	0.26	1	-8	1.1	9	8	1.1	4
COc1nc(C)nc2c1ccc1ccccc12	3	/	1461	/	1.1	0	1	0	7	1.1	7
NS(=O)(=O)c1cc2c(cc1Cl)NC(C1C[C@H]3C=C[C@@H]1C3)NS2(=O)=O (some centres undefined)	-12	-11	1411	/	1.1	7	0.9	8	1	1.1	14
C=CCn1c(Cc2ccc(OC)cc2)nnc1SCC(=O)NCCc1ccccc1	6	/	1593	/	1	10	0.9	9	2	1	16
CN(Cc1ccc2nonc2c1)Cc1nc(Cc2cccc(F)c2)no1	-5	-8	1441	-0.56	0.9	-7	1.1	2	-2	1	6
CN1CCN(S(=O)(=O)c2cc([N+](=O)[O-])ccc2N/N=C/c2ccc(Cl)cc2)CC1	2	-3	1611	-0.013	1	5	1	6	5	1.1	-23
CC1(C)CC(=O)CC(C)(C)N1OC(=O)c1ccco1	-2	/	1528	2.2	1.1	6	0.9	-2	8	1.1	4
COCCN1Cc2cccc(C(=O)NC(C)CCc3ccco3)c2C1=O (centres undefined)	2	5	1605	0.13	1.1	-5	1	4	1	1.1	4
CC(=O)Nc1sc2c(c1C(c1ccc(Cl)cc1)N1CCOCC1)CCCC2 (centres undefined)	10	/	1590	/	0.9	23	0.8	0	5	1	-1
N#CCCN1CCN(C(=S)c2ccc(-c3ccc(Cl)cc3)o2)CC1	1	-22	1605	-0.93	0.7	19	0.8	24*	16	0.8	6
Nc1nnnn1/N=C/c1ccccc1OCc1ccccc1	1	-46	1471	/	1	34	0.7	3	10	0.9	-25
CCN1C(=O)/C(=c2\o/c(=C3\C=Cc4ccccc4N3CC)c(=O)n2CC)SC1=S	-6	-6	1390	/	1	14	0.9	6	8	1	2
COc1ccccc1C(=O)Nc1ccc2c(c1)nc(CN1CCN(C(C)=O)CC1)n2C	3	28	1708	0.89	0.7	23	0.8	11	1	0.8	-21
CN(C)S(=O)(=O)c1ccc(Cl)c(NC(=O)CN2CCCCCC2)c1	-1	-1	1446	0.055	0.9	12	0.9	1	-4	0.9	7
CCCCC(=NCCO)C1=C(O)C(C(=O)OC)C(C)(C)CC1=O (centres undefined)	-3	-17	1507	0.029	1	-4	1	-2	3	1	0
Cc1nn(Cc2c(Cl)cccc2Cl)c(C)c1NC(=O)CCCn1nc(C)c([N+](=O)[O-])c1C	-9	10	1322	/	0.9	-9	1.1	-12	-3	1	8
CC1(C)CC(=O)C2=C(C1)NC(=O)CC2c1ccccc1F (centres undefined)	-3	-14	1430	/	1	19	0.8	0	0	0.9	2
Cc1ccc(CCN2CC(C(=O)NCCCN(C)Cc3ccccc3)CC2=O)cc1 (centres undefined)	3	-3	1523	/	1	6	0.9	6	-4	1	4
Cc1cccc(C(=O)N2CCc3ccccc3C2)c1[N+](=O)[O-]	4	0	1468	0.2	/	/	/	5	4	/	8
Cc1ccc(/C=N/NC(=O)Cn2cnc3ccccc32)cc1	2	-1	1505	1.7	1	8	0.9	-8	-1	0.9	-3
COc1ccc(N(CN2C(=O)c3ccccc3C2=O)C(=O)COc2ccc(Cl)cc2Cl)cc1	-1	11	1455	/	0.8	20	0.8	-4	2	0.9	-9
COc1ccc(CCn2c(=N)c(C(=O)NCc3ccco3)cc3c(=O)n4ccccc4nc32)cc1	0	/	1541	-0.84	1	9	0.9	0	1	0.9	11
CCCCc1ccc(NC(=S)NCC2CCCO2)cc1 (centres undefined)	2	5	1777	-0.42	1	4	1	-8	3	1	2
Cn1c(SCC(=O)c2ccccc2)nnc1-c1cnccn1	4	1	1468	-0.46	1.1	12	0.9	0	0	1.2	-3

Reformatted as a markdown table: 3 of the compounds above.
| compound | PPARg SRC2 recr | S1P3 antagonist | SRC2 TRFRET art | ROMK mod | PMI activator | Diaph inh CS | Diaphorase act | PPARg SRC1 recr | PPARg SRC-3 ag | PMI act hi M6P | G6PDH counter |
| --- | --- | --- | --- | --- | --- | --- | --- | --- | --- | --- | --- |
| Cc1ccc(/C=N/NC(=O)Cn2cnc3ccccc32)cc1 | 2 | -1 | 1505 | 1.7 | 1 | 8 | 0.9 | -8 | -1 | 0.9 | -3 |
| Nc1nnnn1/N=C/c1ccccc1OCc1ccccc1 | 1 | -46 | 1471 | / | 1 | 34 | 0.7 | 3 | 10 | 0.9 | -25 |
| COCCN1Cc2cccc(C(=O)NC(C)CCc3ccco3)c2C1=O (centres undefined) | 2 | 5 | 1605 | 0.13 | 1.1 | -5 | 1 | 4 | 1 | 1.1 | 4 |

From PubChem BioAssay
